# ATXN2 expr inh: inhibitors of ATXN2 expression; 0.72% of 360,000 active; Potency, µM (series often up to 57 µM), inactives show at the highest dose activity change, negative = inhibition, usual class: inhibitors; HEK-293 ATXN2-luciferase reporter, luminescence, 24 h; note: potency is the fitted concentration of half-maximal effect; % is set by controls: 0 for no effect and ±100 for the full control effect; nearly all actives have a fitted effect of over 55% in size
#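 qHTS (up to 57 uM final) was run with 24 h compound exposure of reporter cells at 37 °C. Each well was multiplexed: SteadyGlo luminescence measured ATXN2-luciferase expression after a fluorogenic Gly-Phe-AFC viability readout (25 uM final).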
# A549 tox: A549 cytotoxicity, counter-screen for Nrf2 inhibitors; A549 ARE-Fluc cells, CellTiter-Fluor viability, 18-24 h; Potency, µM (top dose mostly 46 µM), for the others: at the highest dose activity change, negative = cytotoxicity, actives largely listed as inhibitors; 0.16% of 390,000 active; AID 504648; note: potency is the fitted concentration of half-maximal effect; % is set by controls: 0 for no effect and ±100 for the full control effect
#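 A549 ARE_Fluc cells in 5% FBS OPTI-MEM were exposed to compounds in concentration-response for 18-24 h at 37 deg C. Viability was read by CellTiter-Fluor fluorescence (Ex 405/Em 525) after 30 min, before the luciferase read.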
# ATXN viability: reduces viability in counter-screen for ATXN expression inhibitors | S2 cells (HEK-293 line with an ATXN2-luciferase reporter) viability, CellTiter-Fluor protease fluorescence, 24 h | Potency, µM (titrated, usually from 56.7 µM), hits mostly cytotoxic | 0.49% of 400,000 active; note: potency is the fitted concentration of half-maximal effect; nearly all actives have a fitted effect of over 40% in size
# Nrf2 inh: Nrf2 pathway inhibition; 2.1% of 360,000 active; A549 ARE-Fluc reporter, luciferase luminescence, 18-24 h; Potency, µM (top dose mostly 46 µM), for inactives: at the highest dose activity change, negative = inhibition, usual class: inhibitors; note: potency is the fitted concentration of half-maximal effect; % is set by controls: 0 for no effect and ±100 for the full control effect; nearly all actives have a fitted effect of over 60% in size
#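 Nrf2 activity is the BugLite luminescence, read 15 min after reagent at room temperature, following CellTiter-Fluor cytotoxicity readout (30 min, 37C). Compound titrations were applied for 18-24 h to 5000 A549 ARE_Fluc cells/well in 5% FBS OPTI-MEM.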
# Nrf2 ARE act: activators of Nrf2 (ARE) signaling; 0.31% of 410,000 active; AREc32 ARE-luciferase reporter (MCF7-derived line), luminescence, 24 h; Potency, µM (titrated, usually from 46.1 µM), without a hit: top-dose activation, hits mostly activators; AID 624171; note: potency is the fitted concentration of half-maximal effect; % of control where 0% means no effect; nearly all actives have a fitted effect of over 65% in size
#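 ARE activation measured as luciferase luminescence (Steady-Glo, 30 min RT) in AREc32_Fluc cells after 24 hr compound exposure at 37 deg C, 5% CO2; cells seeded overnight at 1000/well in OPTI-MEM, 5% FBS.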
# TGFb SMAD3 inh: blocks TGF-b signaling | Potency, µM (titrated, usually from 46.1 µM), for the others: at the top dose activity, negative = inhibition, actives largely listed as inhibitors | 1.2% of 410,000 active | HepG2 CAGA-GFP TGF-b/SMAD3 reporter, GFP fluorescence, 18 h; TGF-beta stimulated, 500 pg/mL final; note: potency is the fitted concentration of half-maximal effect; % is set by controls: 0 for no effect and ±100 for the full control effect; nearly all actives have a fitted effect of over 65% in size
#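 Inhibition of TGF-beta-driven CAGA-GFP reporter expression in HEPG2 cells is measured by cellular GFP fluorescence after 18 h stimulation with 500 pg/mL recombinant TGF-beta in 1% FBS medium at 37 degrees C.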
# HepG2 viability: HepG2 cytotoxicity, counter-screen for TGF-b inhibitors. HepG2 CAGA-GFP viability, ATP luminescence, 18 h. Potency, µM (titrated, usually from 46.1 µM), for the others: at the top dose activity change, negative = cytotoxicity, most hits filed as cytotoxic. 0.76% of 410,000 active; note: potency is the fitted concentration of half-maximal effect; some results filed as inactive show a strong effect at the top dose
#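 HepG2 CAGA-GFP cells (1000/well, DMEM with 1% FBS) received compound, then TGF-beta at 500 pg/mL final, and were incubated 18 hours at 37 degrees C. Viability was read by CellTiter-Glo luminescence. Media-only wells were set as complete cell-killing and DMSO as no toxicity.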
# IL-2 act: IL-2 activation; IL-2 activation reporter assay, cell-based qHTS; stimulated with anti-CD3/CD4/CD28 beads; in transgenic mouse T cells; activation, % (series mostly up to about 46 µM); 0.065% of 360,000 active; AID 652025; in the data active = activation above about 50%; inconclusive = mostly about 30% to 49%; note: 0% is about no effect
#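 Using fluorescent plate cytometry, EGFP and DsRed are detected in transgenic mouse T cells stimulated 18 h at 37 degrees C with antibody-coated beads after 60 min compound pretreatment.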
# EPAC2 ag: activates human EPAC2 exchange factor; Q8WZA2; 0.079% of 360,000 active; Potency, µM (doses to about 154 µM), for inactives: at the highest dose activation, actives largely listed as activators; EPAC2 activation, biochemical qHTS; response scale: 100% = 6.5 mM cAMP response; note: potency is the fitted concentration of half-maximal effect; nearly all actives have a fitted effect of over 50% in size
# Target sequence (Q8WZA2 whole entry, looked up): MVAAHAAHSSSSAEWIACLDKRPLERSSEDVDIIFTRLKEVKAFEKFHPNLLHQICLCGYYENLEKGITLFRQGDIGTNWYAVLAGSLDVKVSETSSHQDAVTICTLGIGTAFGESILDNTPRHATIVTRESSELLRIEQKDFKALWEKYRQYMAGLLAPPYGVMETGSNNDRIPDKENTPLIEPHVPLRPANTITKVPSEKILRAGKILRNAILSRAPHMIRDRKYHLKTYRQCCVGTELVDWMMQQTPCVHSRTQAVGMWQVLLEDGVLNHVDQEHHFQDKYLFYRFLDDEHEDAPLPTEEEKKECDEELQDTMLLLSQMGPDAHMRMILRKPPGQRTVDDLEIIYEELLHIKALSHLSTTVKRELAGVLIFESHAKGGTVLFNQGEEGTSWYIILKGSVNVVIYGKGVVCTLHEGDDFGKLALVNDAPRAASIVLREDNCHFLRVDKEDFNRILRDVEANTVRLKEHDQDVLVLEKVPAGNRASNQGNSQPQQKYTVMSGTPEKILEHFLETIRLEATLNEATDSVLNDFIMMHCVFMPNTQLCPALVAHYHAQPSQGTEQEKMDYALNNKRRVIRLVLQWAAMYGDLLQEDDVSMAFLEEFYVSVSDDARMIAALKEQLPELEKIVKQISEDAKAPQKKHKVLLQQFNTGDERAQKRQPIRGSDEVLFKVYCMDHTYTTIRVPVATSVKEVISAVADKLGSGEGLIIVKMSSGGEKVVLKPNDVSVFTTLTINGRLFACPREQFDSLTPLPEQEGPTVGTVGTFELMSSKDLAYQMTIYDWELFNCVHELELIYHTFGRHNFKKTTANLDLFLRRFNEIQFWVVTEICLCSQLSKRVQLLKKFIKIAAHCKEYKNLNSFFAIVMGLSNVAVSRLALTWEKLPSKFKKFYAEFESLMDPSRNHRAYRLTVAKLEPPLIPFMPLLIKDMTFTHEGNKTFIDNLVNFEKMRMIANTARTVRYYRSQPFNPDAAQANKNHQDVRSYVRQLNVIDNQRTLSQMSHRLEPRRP
#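 Compounds were added across a concentration range to EPAC2 (100 nM), RAP1B-BODIPY-GDP (250 nM) and GDP (50 uM). After 5 min at room temperature, fluorescence was recorded at 5-min intervals for 30 min.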
# * marks the source's active call; other numbers are inactive results; i = inactive; ? = inconclusive; / = no result given; & = joins results of further samples; [ ] = another dose, or the depositor's remark. Unless noted, calls come from the whole dose curve; as a rule, active = well fitted curve in the direction sought with a large enough effect; inconclusive = small, poorly fitted or top-dose-only effect, or another doubt; inactive = no such curve, though single readings can be large; an effect the other way counts as inactive or inconclusive.
# The first 3 entries, to show the layout:
canonical_smiles	Nrf2 ARE act	ATXN2 expr inh	HepG2 viability	EPAC2 ag	IL-2 act	A549 tox	Nrf2 inh	ATXN viability	TGFb SMAD3 inh
COc1ccc(NC(=O)CSc2nccn2Cc2ccco2)cc1OC	3.5%&0.4%	2%	-1%&-4%	7%	-1.1	-5%&0%	14%	i	-1%&-1%
COc1ccc(NC(=O)CCS(=O)(=O)c2ccccc2)c(OC)c1	0.0%	4%	0%	4%	1.0	-1%	/	i	15%
Cc1ccc[n+](CC(=O)c2cc3ccccc3oc2=O)c1	5.9%	9%	2%	6%	-1.3	-3%	?	i	2%

# All compounds of this part, repeating the preview:
canonical_smiles	Nrf2 ARE act	ATXN2 expr inh	HepG2 viability	EPAC2 ag	IL-2 act	A549 tox	Nrf2 inh	ATXN viability	TGFb SMAD3 inh
COc1ccc(NC(=O)CSc2nccn2Cc2ccco2)cc1OC	3.5%&0.4%	2%	-1%&-4%	7%	-1.1	-5%&0%	14%	i	-1%&-1%
COc1ccc(NC(=O)CCS(=O)(=O)c2ccccc2)c(OC)c1	0.0%	4%	0%	4%	1.0	-1%	/	i	15%
Cc1ccc[n+](CC(=O)c2cc3ccccc3oc2=O)c1	5.9%	9%	2%	6%	-1.3	-3%	?	i	2%
O=C(CNc1ccc(Br)cc1)Nc1ccc(S(=O)(=O)N2CCCC2)cc1	-0.3%	-17%	-20%	2%	-4.2	-5%	-20%	?	0%
CCOC(=O)c1cn(Cc2ccc(Cl)cc2Cl)c2cc(C)nn2c1=O	-0.3%	-10%	6%	2%	-0.6	-4%	4%	i	17%
CCCCCCn1c(SCC#N)nc2ccccc2c1=O	/	/	15%	/	/	4%	-12%	/	12%
COc1cc(-c2nnc(-c3cccnc3)o2)cc(OC)c1OC	0.1%	10%	6%	5%	2.6	2%	-2%	i	9%
O=C(Nc1ccc(F)c([N+](=O)[O-])c1)C(=O)c1c(O)[nH]c2ccccc12	15%	-10%	-11%	-10%	-1.9	0%	5%	i	-11%
O=C(OCC(=O)N1CCCc2ccccc21)c1ccccc1OC(F)F	11%	-2%	-1%	18%	0.6	8%	?	i	20%
COc1ccc(N2C(=O)CC(NNc3nc4ccccc4s3)C2=O)cc1 (stereo not drawn)	2.0%	8%	-16%	-5%	-1.0	-2%	5%	i	4%
CC(C)c1ccc(/C=C(/C#N)c2nnc(NC(=O)c3ccccc3)s2)cc1	5.4%	-4%	-17%	6%	-2.4	15%	7%	/	12%
FC(F)(F)c1ccccc1-n1c(-c2cnccn2)n[nH]c1=S	0.4%	0%	-36%	9%	-0.5	-14%	?	?	-2%
S=C(Nc1ccc(Br)cc1)N1CCn2cccc2C1c1cccnc1 (stereo not drawn)	4.6%	-23%	-5%	17%	-1.5	4%	?	i	?
Cc1ccc2[nH]c(=O)c(CN(Cc3ccco3)C(=O)N3CCOCC3)cc2c1	5.3%	/	-15%	12%	0.8	13%	?	i	-12%
CN1CCN(S(=O)(=O)c2ccc(SCCOc3ccc(Cl)cc3)nc2)CC1	3.6%	-21%	-15%	9%	-4.5	-1%	?	?	?
CCOc1ccc2nc(N(CCN(C)C)C(=O)c3ccc4ccccc4c3)sc2c1	-0.3%	1%	-13%	15%	-2.8	5%	7%	i	15%
O=C(COC(=O)C1COc2ccccc2O1)NC1CCCCC1 (stereo not drawn)	-0.4%	4%	-1%	-3%	0.2	1%	15%	i	-1%
CC1CCc2nc(NC(=O)CN3CCN(c4ccccc4)CC3)sc2C1 (stereo not drawn)	-0.8%	-9%	7%	-1%	0.4	-2%	-1%	i	15%
Nc1nc(NCC2CCCO2)nc(Nc2ccccc2F)c1[N+](=O)[O-] (stereo not drawn)	0.3%	/	-1%	0%	0.8	-1%	-2%	i	?
COc1ccc(CN2C(=O)c3cccnc3C2=O)cc1S(=O)(=O)N(C)c1ccc(C)cc1	-0.3%	10%	-1%	8%	-0.2	-1%	-20%	i	-3%
CCc1ccccc1NC(=O)CCS(=O)(=O)c1ccc(Br)cc1	0.2%	8%	6%	4%	-1.7	2%	4%	i	2%
c1ccc2oc(NC3=NCN(C4CCCCC4)CN3)nc2c1	4.3%	64%[activator]	5%	3%	-0.5	-11%	?	i	6%
O=C(CN(Cc1ccco1)C(=O)Cn1nnc(-c2ccc(F)cc2)n1)NC1CCCC1	-0.5%	-4%	-12%	13%	0.5	-2%[1.84 µM]	-17%	i	-6%
Cc1cc(C)c2c(N)c(C(=O)N3CCc4ccccc4C3)sc2n1	-0.2%	/	-33%	2%	-2.8	-9%	-7%	i	?
CCn1c(-c2ccccc2)csc1=Nc1ccc(S(=O)(=O)O)cc1	0.4%	-21%	-2%	12%	-3.7	5%	-18%	i	-25%

canonical_smiles	Nrf2 ARE act	ATXN2 expr inh	HepG2 viability	EPAC2 ag	IL-2 act	A549 tox	Nrf2 inh	ATXN viability	TGFb SMAD3 inh
COc1ccc(S(=O)(=O)CCC(=O)Nc2c(C)n(C)n(-c3ccccc3)c2=O)cc1	0.1%	-1%	-37%	6%	-0.9	1%	/	i	12%
CCCn1ncc(C(=O)NC2CCCN(Cc3ccc(Cl)cc3)C2)c1C (stereo not drawn)	-0.4%	-21%	0%	11%	-0.3	-5%	-7%	i	9%
O=c1c2ccccc2nnn1Cc1ccccc1Cl	-0.3%	0%	0%	9%	-2.7	-1%	-5%	i	0%
O/N=C/c1ccc2ccccc2c1	-0.3%	37%	4%	21%	1.7	2%	0%	i	?
Cc1[nH]c2ccccc2c1C(=O)COC(=O)c1cccc(S(=O)(=O)N2CCCCC2)c1	4.6%	5%	7%	2%	-0.7	-13%	?	i	5%
CCOc1ccc(NC(=O)CNC(=O)Cc2ccccc2)cc1	0.3%	5%	-12%	2%	-3.0	10%	-10%	i	1%
O=C(CSc1c2c(nc3ccccc13)CCC2)Nc1ccc(F)cc1F	?	/	-32%	/	/	?	?	/	?
Cc1ccccc1NC(=O)c1c(C)oc2ccc(O)c(CN3CCN(C)CC3)c12	0.2%	-2%	-3%	/	/	8%	2%	i	-6%
CCN(CC)S(=O)(=O)c1ccc(Cl)c(NC(=O)c2cc(Cl)ccc2Cl)c1	0.4%	3%	-2%	3%	0.1	10%	16%	i	-7%
CCC(CC)C(=O)Nc1cccc(C(=O)NC(C)(C)C)c1	0.0%	-4%	-3%	-13%	0.1	-2%	-9%	i	-1%
CCNC(=O)c1cc(Cl)ccc1OC	-0.9%	-3%	1%	8%	0.3	-2%	7%	i	1%
CN(C)S(=O)(=O)c1cccc(NC(=O)c2ccc(OC(F)(F)F)cc2)c1	0.4%	?	-24%	-3%	-0.7	-8%	?	?	?
O=C(Nc1ccc(S(=O)(=O)N2CCOCC2)cc1)c1ccc(Cl)cc1Cl	2.3%	/	-6%	5%	-2.0	4%	?	i	-10%
CC(=O)c1ccc(N2CCCCC2)c(F)c1	-0.1%	-7%	0%	-6%	1.2	7%	15%	i	-1%
CCC(c1nnc(SCc2nc3ccccc3s2)n1Cc1ccccc1)N(C)C (stereo not drawn)	4.8%	49%[activator]	1%	4%	-0.5	3%	?	i	-1%
COc1ccc(CCNC(=O)C2CCN(Cc3nc(-c4ccccc4C)oc3C)CC2)cc1OC	-0.6%	-22%	-22%	1%	-3.3	-8%	?	i	-8%
CCOC(=O)c1cnc2c(-c3ccc(F)cc3)cnn2c1C(F)(F)F	7.8%	-4%	2%	10%	-0.1	-1%	?	i	0%
N/C(=N\OC(=O)CCC1CCCCC1)c1ccccn1	-0.4%	63%[activator]	-1%	-5%	-0.3	2%	?	i	-9%
C=CCC[C@@H](Cc1ccc(F)cc1)C(=O)OC[C@@H](C)NC(=O)[C@H](CC=C)CC(=O)N(CCO)Cc1ccccc1	-0.9%	?	5%	1%	-0.8	-8%	-20%	/	?
C=CCNC(=O)CSc1nc2ccccc2c(=O)n1CCc1ccc(OC)c(OC)c1	0.3%	-23%	-34%	-2%	1.1	-8%	-26%	i	-20%
COc1ccc(CC(=O)n2nc(-c3ccccc3)nc2NCc2ccco2)cc1	6.5%	27%	0%	0%	-2.3	-5%	13%	i	5%
CCOc1ccc(NC(=O)CN(C)C(=O)C(C)N2C(=O)c3ccccc3C2=O)cc1OCC (stereo not drawn)	-0.6%	-4%	-6%	-2%	1.1	1%	4%	i	-12%
O=C(c1ccco1)N1CCN(CCCCN2C(=O)c3ccccc3C2=O)CC1	2.0%	2%	-29%	7%	-0.6	1%	9%	i	-3%
CCOC(=O)Cc1csc(Nc2ccc(Cl)cc2)n1	4.5%	/	1%	1%	-0.1	-1%	0%	i	-18%
COc1cccc(CN(C(=O)c2cc3ccccc3oc2=O)C2CCS(=O)(=O)C2)c1 (stereo not drawn)	3.1%	27%	-3%	2%	-4.0	-4%	1%	i	6%

canonical_smiles	Nrf2 ARE act	ATXN2 expr inh	HepG2 viability	EPAC2 ag	IL-2 act	A549 tox	Nrf2 inh	ATXN viability	TGFb SMAD3 inh
Cc1ccc(C)c(NC(=S)NCC(c2ccccc2)N(C)C)c1 (stereo not drawn)	-0.3%	-8%	-23%	-6%	-2.1	13%	0%	i	-3%
Cc1ccc(C)c(C(=O)CSc2n[nH]c(C(C)C)n2)c1	0.3%	-3%	16%	-3%	1.0	1%	12%	i	-10%
CCOc1ccc(C(=O)CC(NCc2cccs2)C(=O)O)cc1 (stereo not drawn)	11µM*	-22%	0%	6%	-0.1	1%	3%	i	-30%
CN(C)c1ccc(S(=O)(=O)NCC(=O)NCCOc2ccccc2F)cc1[N+](=O)[O-]	-0.4%	0%	-15%	9%	-4.7	-1%	0%	i	-1%

# Screening data from PubChem BioAssay.
